mHTT CaM bind = mHTT-calmodulin interaction abrogation. inhibition, % at 15 µM. P42858. AlphaScreen His-mHTT/GST-CaM binding, luminescence. actives 3.6% (n = 190,000). AID 1671202;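 note: 0% = both proteins with DMSO and 100% = one protein alone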
Pf apPOL block = Pf-apPOL DNA polymerase inhibition | Recombinant Pf-apPOL, molecular beacon fluorescence, 1.5 h | inhibition, % at 10 µM | actives 0.25% (n = 210,000)
* hit, by the source's call; i = inactive; . = no result given; & = joins results of further samples; ! = not active in a repeat. Cut-off read from the data, not from the text of the source: active = inhibition above about 50%; inactive = the rest.

SMILES	mHTT CaM bind	Pf apPOL block
COc1ccc(CCNC(=O)C2CC3c4ccccc4C2c2ccccc23)cc1OC (stereo not drawn)	26.5	-0.4
N/C(CSc1nc(-c2ccccc2)c(-c2ccccc2)o1)=N\O	i	-2.7&6.1
CCCCC1(O)CC(c2ccc(OC)cc2)NC(c2ccc(OC)cc2)C1C (stereo not drawn)	0.3	-3.3
Cn1cc(Br)c(-c2cccc(NS(=O)(=O)c3ccc(Cl)cc3)c2)n1	.	1.3
CC(=O)N1CCN(C(=O)c2ccc(C(=O)O)cc2)CC1	-5.4	-6.5
CCOC(=O)c1ccc(NC(=O)C2CC(=O)N(c3ccccc3)C2)cc1 (stereo not drawn)	-20.4	2.1
O=C1CSC(c2ccc(Br)cc2)N1c1ccccn1 (stereo not drawn)	-1.0	-10.4
O=S(=O)(C1CC1)N1CCCCC1c1nncn1Cc1ccccc1 (stereo not drawn)	-3.5	-2.1
CCOC(=O)c1c(NC(=O)c2ccc(N3C(=O)CCC3=O)cc2)sc2ccccc12	-6.9	-4.4
Cn1c(=O)[nH]c(=O)c2c1nc(N1CCOCC1)n2CC(O)COc1ccc(Cl)cc1Cl (stereo not drawn)	-3.0	-4.6
Cc1ccc(NC(=O)c2ccc(C)cc2Cl)cc1	-9.1	2.9
CCOc1cc(C(Nc2cc(C)ccn2)c2ccc3cccnc3c2O)ccc1O (stereo not drawn)	100.0*	-1.8
C=CCNC(=O)C1COC2(CCC(C)CC2)N1C(=O)c1ccccc1F (stereo not drawn)	-3.5	1.5
Nc1nonc1/C(=N/O)N1CCN(c2ccc([N+](=O)[O-])cc2Cl)CC1	i	.
CCN1CCN(C(=O)c2c(C(C)C)nn(-c3cccc(C)c3)c2C(C)C)CC1	13.2	-2.2
CCN(CC)c1ccc2cc(C(N)=O)c(=Nc3cccc(C(N)=O)c3)oc2c1	-3.0	2.4
O=C(Oc1c(-c2ccccc2)c(=O)n2c3c(cccc13)CC2)c1ccc(Cl)cc1	.	2.8
O=C(NCCCn1cccn1)C1CCc2sc(C(=O)N3CCCCCC3)cc2C1 (stereo not drawn)	8.8	-1.2
C[C@@H]1COc2cc(N3CCN(Cc4ccccc4F)CC3)ccc2S(=O)(=O)N1	14.0	-0.7
O=C(NCCC1CCN(S(=O)(=O)c2ccc(F)cc2)CC1)Nc1ccc(Cl)cc1	23.7	-2.4
CC1(C)CC(=O)C2=C(C1)c1c(ccc3ncccc13)NC2c1ccccn1 (stereo not drawn)	-3.0	4.6
Cn1c(=NN=C2CCCCC2)sc2ccccc21	.	-13.9
COc1ccccc1C1CC(c2cccc(F)c2)=NN1C(=O)CN1CCCCC1 (stereo not drawn)	31.8	-4.7
O=[N+]([O-])c1ccc(NCc2ccccn2)c([N+](=O)[O-])c1	-3.0	-4.0
Cc1ccc(C2(CCN3CCN(C)CC3)CCOC(C)(C)C2)cc1 (stereo not drawn)	2.3	-3.7
The results go on:
SMILES	mHTT CaM bind	Pf apPOL block
CCOc1ccc(NC(=O)Cc2cccs2)cc1	6.3	-4.8
CCc1ccccc1NC(=O)c1ccc([N+](=O)[O-])cc1	0.6	-11.2
CCCc1nc2cccnc2n1C1CCN(C(=O)c2ccc(OC)nc2)C1 (stereo not drawn)	7.4	-6.7
Cn1cccc1CN1CCC(c2nc(-c3ccc(F)cc3)n[nH]2)CC1	14.4	-3.8
COc1ccc(C(=O)NCC2CCCO2)cc1[N+](=O)[O-] (stereo not drawn)	-0.6	-0.2
Cc1ccccc1C(=O)Nc1nnc(SCC(=O)NCC2CCCO2)s1 (stereo not drawn)	1.6	-7.4
Cc1ccc(N2CC(C(=O)Nc3ccccc3Cl)CC2=O)cc1 (stereo not drawn)	-2.0	1.4
O=C(CN1CCCCCC1)N1CCCc2c1c(=O)oc1ccc(OCc3ccccc3)cc21	16.0	-6.3
COc1cccc(NC(=O)C2CC(=O)OC23CCOC(C)(C)C3)c1 (stereo not drawn)	0.0	1.5
Cc1ccc(C(=O)N2CCCC2)cc1Br	-2.4	-3.9
COc1cccc(C(=O)N2CCCC(c3nnc(-c4ccccc4)o3)C2)c1 (stereo not drawn)	0.3	-5.3
O=C(Nc1ccc2c(c1)OCCO2)c1cccnc1N1CCNC(c2ccccc2)C1 (stereo not drawn)	5.1	1.8
Cc1ccc(CN2CCN(c3ccc([N+](=O)[O-])cc3)CC2)s1	15.5	-4.2
COc1cccc(OC)c1C(=O)N1CCCC1c1cccc(C)c1 (stereo not drawn)	-1.9	-0.8
O=C(c1cccnc1)N1CCN(c2ccc(Cl)cc2[N+](=O)[O-])CC1	6.9	-4.5
O=C(Nc1ccc(S(=O)(=O)Nc2ccc(F)cc2)cc1)c1ccc(CN2CCOCC2)cc1	8.3	-1.6
Cc1cccc(Nc2nc(-c3cccnc3)cs2)c1	8.1	-3.8
O=C(Nc1cccc(F)c1)C1CC(=O)N(c2ccccc2)C1 (stereo not drawn)	-0.9	-4.5
COc1ccc(OC)c(CN2CCCC2c2cc(C(C)C)on2)c1 (stereo not drawn)	10.1	3.8
O=C(O)CSc1ccc(C(=O)N2CCOCC2)cc1[N+](=O)[O-]	-2.9	4.6
CCCOC(NC(=O)CC)(C(F)(F)F)C(F)(F)F	.	-6.6
CC1CCCC(C)N1CC(O)COC12CC3CC(CC(C3)C1)C2 (stereo not drawn)	-5.8	-13.8
CCCCCOc1ccc(NC(=O)CC2SC(=N)NC2=O)cc1 (stereo not drawn)	3.0	-2.3
Cc1ccc(-n2nc3c(c2NC(=O)C2CC2)CSC3)cc1	45.0	-5.0
N#Cc1c(NC(=O)c2noc3c2CCCC3)sc2c1CCC2	-6.8	-1.3
Next records
SMILES	mHTT CaM bind	Pf apPOL block
CCN(CC)S(=O)(=O)c1ccc(OC)c(NC(=O)c2cccc(Br)c2)c1	-1.1	-10.4
Cc1cc(C)c(S(=O)(=O)N2CCC(c3noc(-c4ccccc4)n3)CC2)c(C)c1	100.3*	-1.7
Cc1c(NC(=O)c2cc3ccccc3o2)cccc1-c1nc2cccnc2s1	0.4	-1.3
NS(=O)(=O)c1ccc(NC(=O)CSc2nnc(-c3ccco3)n2-c2ccccc2)cc1	.	1.4
CCN(CC)CC#Cc1ccc(C#CCN(CC)CC)cc1	2.3	-0.3
CCOc1ccccc1C(=O)N1CCc2c(c(-c3nc(-c4cccc(F)c4)no3)nn2C)C1	6.4	-1.3
O=C(O)c1ccc(CSCc2ccccc2Cl)o1	0.0	-9.4
CC(Oc1ccccc1)C(=O)N1CCCC(c2nnc(C(F)(F)F)o2)C1 (stereo not drawn)	-10.7	-3.2
CCOc1ccc(CC(=O)N2CCCn3nc(-c4ccc(C)cc4)cc3C2)cc1	-2.9	-7.0
COc1cccc(Nc2cc(C)nc3ncnn23)c1	1.0	-7.2
COc1cccc(CN2CC(C(=O)NC3CCCc4ccccc43)CC2=O)c1 (stereo not drawn)	9.6	-4.3
Cc1ccccc1CSCC(=O)NC1CCCC1	0.0	-11.9
O=C(CSc1ccccn1)c1ccc(Cl)cc1	.	-1.2&-1.1
C[C@@H]1COc2cccc(NCCO)c2S(=O)(=O)N1	-6.6	-1.8
CCCS(=O)(=O)CCC(C)(C)C	-8.2	-3.4
C=CCN1C(=O)C2(Nc3ccccc3C(=O)N2c2ccccc2OC)c2ccccc21 (stereo not drawn)	9.0	-0.3
CCOc1ccc(N2C(=O)CSC2c2ccncc2)cc1 (stereo not drawn)	3.0	-0.3
COc1ccc(OS(=O)(=O)c2sc3ccc(Cl)cc3c2C)cc1	.	-6.2
C(=Cc1ccccc1)CSc1ccccn1	.	-6.7
CC1=NN(c2ccc(C(F)(F)F)cc2[N+](=O)[O-])C(=O)C1	13.0	-6.4
CCCN1C(=O)c2ccccc2NC1c1ccc(Br)cc1 (stereo not drawn)	-8.0	-0.7
Cc1ccc(S(=O)(=O)N(CC(=O)NC(C)C)c2ccc(C)c(Cl)c2)cc1	5.8	-0.1
O=C1Cc2cc(CCN3CCN(c4nsc5ccccc45)CC3)c(Cl)cc2N1	.	-6.1
COc1ccc(C(=O)Nc2cccc(I)c2)c(OC)c1	-12.1	-4.6
COc1ccc(CNC(=O)c2cc3cc4ccc(OC)cc4nc3s2)cc1	-3.0	-2.9
Next part.
SMILES	mHTT CaM bind	Pf apPOL block
O=C(Nc1ccc(Oc2ccc(Cl)cn2)c(Cl)c1)c1ccccn1	.	0.5
Cc1nc2c(OCc3ccc(F)cc3F)cccn2c(=O)c1-c1cc(C)n(C)n1	38.1	8.2
COc1ccc(NC(=O)C2CCCN(c3nnc4ccc(Cl)cn34)C2)c(OC)c1 (stereo not drawn)	27.0	-5.6
Cc1ccc(OCCNC(=O)C2CC(=O)N(c3ccc(C)cc3)C2)cc1 (stereo not drawn)	13.8	-5.4
Cc1cc(NC(=O)CSc2nc3c(cc2C#N)CCC3)no1	-6.0	-2.1
CCOc1ccccc1/C=C(\C#N)c1nc(-c2ccc([N+](=O)[O-])cc2)cs1	14.2	-3.0
CC(C)NC(=O)C1=CCN(C(=O)NC(C)C)CC1	8.8	-0.7
CCSc1oc(-c2ccco2)nc1S(=O)(=O)c1ccccc1	0.0	-2.5
Cc1cc(C(=O)O[C@H]2[C@H](Cc3ccccc3)NS(=O)(=O)[C@H]3C[C@@H]4C=C[C@]23O4)ccc1[N+](=O)[O-]	16.8	-7.5
Cc1ccc2nc(NC(=O)C(C)C)sc2c1	-3.7	0.5
CN1C(C(=O)Nc2ccccn2)=C(O)c2ccccc2S1(=O)=O	.	-1.0
Cc1nc(-c2ccccc2)oc1CC(=O)N1CCCC1	19.4	4.4
CCN(CCN(C)C)S(=O)(=O)c1cc(Br)cc2c1N(C(=O)C1CC1)CC2	1.0	-0.9
Cc1ccc(N2C(=O)N(Cc3cccc(F)c3)S(=O)(=O)c3cccnc32)cc1	-5.7	-2.4
O=C1CCCC2C3CC(CN12)C1CC(O)CCN1C3 (stereo not drawn)	.	-8.4
FC(F)(F)c1cc(NC(=S)Sc2ccc(Cl)cc2)cc(C(F)(F)F)c1	.	3.3
COc1ccc(NC(=O)Cn2nnc(-c3ccccc3)n2)c(OC)c1	1.0	-2.2
Fc1ccc(Br)cc1SCCc1ccncc1	-29.0&-7.2	4.1&-2.2
O=C(O)c1ccc([N+](=O)[O-])c2c1NC(C1CC=CCC1)C1CC=CC21 (stereo not drawn)	41.0	2.2
O=C1CCCC2=C1C(c1cccs1)n1nc(SCc3ccccc3F)nc1N2 (stereo not drawn)	3.0	-0.2
Cc1cc(NC(=O)COc2ccccc2C)nc(C)n1	4.0	-0.3
CN(C)CC1CN(C(=O)c2n[nH]c3ccccc23)CC12CCOCC2 (stereo not drawn)	-7.1	-5.5
CC(=O)N(C)Cc1cccnc1Oc1ccccc1	2.2	0.6
Cc1ccc(C(=O)Nc2c3c(nn2-c2ccc(F)cc2)CS(=O)(=O)C3)cc1[N+](=O)[O-]	2.0	2.5
COc1cc(OC)c(C2SCCN2S(=O)(=O)c2ccc(Br)cc2)cc1OC (stereo not drawn)	51.0*	1.2

By substructure, the entries above containing a furan ring, fused or not (four)
SMILES	mHTT CaM bind	Pf apPOL block
Cc1c(NC(=O)c2cc3ccccc3o2)cccc1-c1nc2cccnc2s1	0.4	-1.3
NS(=O)(=O)c1ccc(NC(=O)CSc2nnc(-c3ccco3)n2-c2ccccc2)cc1	.	1.4
O=C(O)c1ccc(CSCc2ccccc2Cl)o1	0.0	-9.4
CCSc1oc(-c2ccco2)nc1S(=O)(=O)c1ccccc1	0.0	-2.5

In the list so far, 3 contain an NH in an aromatic ring.
SMILES	mHTT CaM bind	Pf apPOL block
Cn1c(=O)[nH]c(=O)c2c1nc(N1CCOCC1)n2CC(O)COc1ccc(Cl)cc1Cl (stereo not drawn)	-3.0	-4.6
Cn1cccc1CN1CCC(c2nc(-c3ccc(F)cc3)n[nH]2)CC1	14.4	-3.8
CN(C)CC1CN(C(=O)c2n[nH]c3ccccc23)CC12CCOCC2 (stereo not drawn)	-7.1	-5.5

Returning to the listing; the two compounds before the break are reprinted first.
SMILES	mHTT CaM bind	Pf apPOL block
Cc1ccc(C(=O)Nc2c3c(nn2-c2ccc(F)cc2)CS(=O)(=O)C3)cc1[N+](=O)[O-]	2.0	2.5
COc1cc(OC)c(C2SCCN2S(=O)(=O)c2ccc(Br)cc2)cc1OC (stereo not drawn)	51.0*	1.2
CCOc1ccc2c(C)c(-c3ccc(OC)cc3)c(=O)oc2c1	-10.5	-14.2
O=C(O)C1CCN(S(=O)(=O)c2cc(Cl)ccc2Cl)CC1	-5.2	-1.0
COc1ccc(-c2nc3cccnc3n2C2CCN(C(=O)NCc3ccc(C)cc3)C2)cc1 (stereo not drawn)	42.1	-9.0
O=C(c1cccnc1)N1CCC(CCOCc2cccc(F)c2)CC1	-4.4	-7.5
O=C(Nc1ccccc1Cl)N(CCc1cccs1)C1CC1	-45.5	-3.9
CCCc1c(C(=O)O)nnn1-c1cccc(Cl)c1	-5.1	-1.1
O=S(=O)(Nc1ccc(N2CCCCC2)cc1)c1cc(S(=O)(=O)c2ccccc2)cs1	.	-16.0
Clc1cccc(N2CCN(c3ncnc4c3nc3n4CCCC3)CC2)c1	49.9	0.1
CC(=O)c1cccc(NC(=O)CN(c2ccc(C(C)C)cc2)S(C)(=O)=O)c1	-3.7	-6.1
CSC(=O)CNC1(Cc2ccc(O)cc2)CCCCC1	4.0	-0.8
Cc1ccc(NC(=O)CC2Nc3cc(C)c(C)cc3NC2=O)c(Br)c1 (stereo not drawn)	64.4*!	-6.2&1.3
COC(=O)C12CC3CC(CC(NC(=O)CN4C(=O)CCC4=O)(C3)C1)C2	1.8	-3.1
Cc1ccc(-c2nccn3cc(C(=O)N(C)C)nc23)cc1	3.0	0.1
O=C(Nc1nc2ccc([N+](=O)[O-])cc2s1)c1cc([N+](=O)[O-])ccc1Cl	11.0	3.4
COc1ccc(-c2nc(-c3ccccc3C)no2)cc1OC	-5.6	1.0
CCn1c(=O)c(N2CCN(C(=O)COc3ccc(Cl)cc3C)CC2)nc2ccncc21	60.8*	4.4
O=C(NCc1ccccn1)C1CCN(c2nc3cccnc3s2)CC1	0.8	-1.1
Cc1ccccc1-c1cc(C(=O)Nc2ccccc2C(N)=O)c2ccccc2n1	5.1	-1.0
CC(C)CCNC(=O)N1CC(c2nc(-c3cccnc3)no2)C2(CCOCC2)C1 (stereo not drawn)	4.0	4.4
CCC(=O)Nc1nc(-c2ccccc2)nc(SC)c1C(C)=O	-7.7	-3.2
CCCOc1ccc(Br)cc1C1C2=C(CCCC2=O)NC2=C1C(=O)CCC2	5.1	-6.4
